High-throughput results as filed in PubChem.
N370S GC mod = inhibits or activates N370S mutant glucocerebrosidase; 0.092% of 330,000 active; Potency, µM (top dose mostly 59.4 µM), for inactives: at the top dose activity change, negative = inhibition, usual class: inhibitors; N370S GC spleen homogenate, 4MU-glucoside fluorescence; AID 2101;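 further: 0% = full enzyme activity and -100% = no enzyme basal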
TDP1 cell noCPT = qHTS for Inhibitors of human tyrosyl-DNA phosphodiesterase 1 (TDP1): qHTS in cells in absence of CPT. AID 686978, 2013. 15% of 420,000 active. DT40 Tdp1-/- hTDP1 cells, no CPT, ATP luminescence, 48 h. Potency, µM (highest dose often 46.2 µM), for inactives: top-dose activity change, negative = growth inhibition, actives largely listed as inhibitors; further: nearly all actives have a fitted effect of over 55% in size
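Growth of hTDP1-complemented DT40 Tdp1-knockout cells is measured by ATP luminescence after at least 48 hr compound exposure at 37 °C, with DMSO substituting for the 20 nM CPT used in the parallel screen.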
TDP1 inh = blocks human tyrosyl-DNA phosphodiesterase 1; Q9NUW8; recombinant TDP1, AlphaScreen DNA substrate cleavage; Potency, µM (doses to about 130 µM), inactives show at the highest dose activity change, negative = inhibition, hits mostly inhibitors; 0.28% of 350,000 active; AID 485290; further: nearly all actives have a fitted effect of over 40% in size
Target sequence (Q9NUW8 whole entry, looked up): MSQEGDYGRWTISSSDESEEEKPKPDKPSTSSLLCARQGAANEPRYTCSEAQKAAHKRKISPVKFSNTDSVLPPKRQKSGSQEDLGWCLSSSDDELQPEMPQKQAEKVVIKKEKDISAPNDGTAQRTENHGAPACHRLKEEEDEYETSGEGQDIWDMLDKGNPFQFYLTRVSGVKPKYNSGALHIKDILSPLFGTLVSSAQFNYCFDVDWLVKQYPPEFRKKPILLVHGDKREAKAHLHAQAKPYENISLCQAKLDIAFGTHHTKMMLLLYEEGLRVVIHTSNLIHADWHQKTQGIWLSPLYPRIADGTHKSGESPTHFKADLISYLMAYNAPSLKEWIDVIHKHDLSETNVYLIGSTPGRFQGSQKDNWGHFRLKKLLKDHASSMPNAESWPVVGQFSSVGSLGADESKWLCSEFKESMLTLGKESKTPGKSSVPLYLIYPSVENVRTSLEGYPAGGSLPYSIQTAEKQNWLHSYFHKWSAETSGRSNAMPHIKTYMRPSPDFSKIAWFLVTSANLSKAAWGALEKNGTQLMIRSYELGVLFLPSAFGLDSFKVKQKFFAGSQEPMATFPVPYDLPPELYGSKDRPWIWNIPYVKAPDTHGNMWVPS
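E. coli-derived human Tdp1, 1 nM final. Cpd preinc 15 min RT; substrate 15 nM final, 5 min RT; AS bead mix 10 ug/ml final, 10 min RT. Signal loss = tyrosine-FITC cleavage. No-enzyme wells = max signal.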
The depositor's hits bear a star; ? = inconclusive; / = not tested or not shown; & = joins results of further samples; [ ] = dose if it differs, or a comment. The call rests on the fitted dose curve; in most records, active means well fitted curve in the direction sought with a large enough effect; inconclusive means small, poorly fitted or top-dose-only effect, or another doubt; inactive means no such curve, though single readings can be large; an effect the other way counts as inactive or inconclusive. Unless noted, on the % scale 0 is the no-effect control and ±100 the full control effect; potency means the concentration at half of the fitted maximal effect. An excerpt; count on the stated rates, not on these rows.

canonical_smiles	N370S GC mod	TDP1 cell noCPT	TDP1 inh
O=C(NCCN1CCN(c2ccc([N+](=O)[O-])cc2)CC1)NCc1ccccc1	-1%	8.2µM*	7%
COCCCNC(=O)C1CCC(CNS(=O)(=O)c2ccc(C)cc2)CC1 (configuration not stated)	-3%	/	-12%
Cc1ccc(CNC(=O)C(=O)NCCC2=CCCCC2)cc1	0%	?	3%
Cn1c(N)c(C(=O)COC(=O)c2cc(S(=O)(=O)N3CCCCC3)ccc2Cl)c(=O)n(C)c1=O	-7%	?	1%
Cc1cccc(C(=O)NCC(=O)N(C)Cc2nc3ccccc3c(=O)[nH]2)c1	/	1%	0%
Clc1ccc(CN2CCN(c3ncnc4sc5c(c34)CCCC5)CC2)cc1Cl	/	23µM*	3%
Cc1ccc(S(=O)(=O)N2CCN(C(=O)c3ccc(N4CCCCC4)c([N+](=O)[O-])c3)CC2)cc1	-2%	-17%	5%[56.1 µM]
COC(=O)c1ccc(Nc2cc(C)nc3ncnn23)cc1	-4%	-11%	3%
CCOc1ccc(/C=C2\SC(=S)N(C)C2=O)cc1OC	3%	0%	-3%
CCOc1ccc(OCC)c(S(=O)(=O)N2CCCCC2C)c1 (configuration not stated)	-1%	?	0%
CCn1c(-c2ccccn2)nc2cc(S(=O)(=O)N(C)C)ccc21	-2%	-3%	-10%
CCOCCCNC(=O)c1ccc(NC(=O)C2CCCO2)cc1 (configuration not stated)	-16%	13%	/
O=C(CCSCc1ccc(Cl)cc1)NCc1ccc(F)cc1Cl	/	?	-3%
CN(C)S(=O)(=O)c1cc(NC(=O)COC(=O)Cc2ccc(Br)cc2)ccc1Cl	10%	-23%	-3%
CC(=O)Nc1ccc(S(=O)(=O)/N=C2/NC(=O)/C(=C\c3ccco3)S2)cc1	4%	-1%	?
Cc1cc([N+](=O)[O-])nn1CC(=O)NNC(=S)Nc1ccc(F)cc1	2%	-10%	8%
Cc1ccc(O)c(C2=NNC(O)(C(F)(F)F)C2)c1 (configuration not stated)	30%	?	0%
COc1ccc(NC(=S)NNS(=O)(=O)c2ccc3ccccc3c2)c(OC)c1	4%	?	1%
CC/C(=C1/C(=O)CC(C)(C)C(C(=O)OC)C1=O)N1CCCC1 (configuration not stated)	-16%	-8%	2%
COc1cccc(-c2cc(=O)c3cc(NC(C)=O)ccc3[nH]2)c1	7%	16µM*	4%

Ordered by molecular weight (highest first): part of the list above
canonical_smiles	N370S GC mod	TDP1 cell noCPT	TDP1 inh
CC(=O)Nc1ccc(S(=O)(=O)/N=C2/NC(=O)/C(=C\c3ccco3)S2)cc1	4%	-1%	?
Cc1cc([N+](=O)[O-])nn1CC(=O)NNC(=S)Nc1ccc(F)cc1	2%	-10%	8%
CCn1c(-c2ccccn2)nc2cc(S(=O)(=O)N(C)C)ccc21	-2%	-3%	-10%
CCOCCCNC(=O)c1ccc(NC(=O)C2CCCO2)cc1 (configuration not stated)	-16%	13%	/

(continued)
canonical_smiles	N370S GC mod	TDP1 cell noCPT	TDP1 inh
CC1(C(=O)O)CCC(C(=O)Nc2ccccc2O)C1(C)C (configuration not stated)	4%	5%	4%
CCOc1ccc(NC(=O)CN(C)C(=O)c2cc(C3CC3)nn2-c2ccccc2)cc1OCC	0%	?	1%
N#C/C(=C\c1ccc(F)cc1)c1nc(-c2ccc(-c3ccccc3)cc2)cs1	/	18%	1%[12.3 µM]
CCCn1nnc(NC(=O)c2ccc(F)cc2)n1	-14%	-4%	-4%
CC(Oc1ccc(Cl)cc1)C(=O)Nc1sccc1C(N)=O (configuration not stated)	-13%	16µM*	4%
O=C(CN1CCOCCOCCOCC1)Nc1ccccc1	8%	2%	3%
Cc1ccc(CNC(=O)CSCc2cccc(F)c2)cc1	-4%	?	-5%
CC(C)CCNC(=O)C1CCN(C(=O)N2CCOc3ccc(Cl)cc32)CC1	/	?	0%
COc1ccc(C2CC(=O)C(C=NCCCN3CCOCC3)=C(O)C2)cc1 (configuration not stated)	-12%	-2%	6%
Cc1ccccc1NC(=O)Cc1nc(COC(=O)c2cccc(O)c2)cs1	/	?	1%
COc1ccc(N2CC(NC(=O)c3ccc(S(=O)(=O)N4CCOCC4)cc3)CC2=O)cc1 (configuration not stated)	/	?	-5%
CCCC(=O)Nc1ccc2nc(C)n(Cc3ccccc3Cl)c(=O)c2c1	-3%	-14%	/
CSc1ccc(CNC(=O)CCc2c(C)nn(-c3ccc(N4CCCC4)nn3)c2C)cc1	/	?	5%
COCCN(CC1CCCN(C2Cc3ccccc3C2)C1)C(=O)CCSC (configuration not stated)	-1%	16%	/
COc1ccc(/C=C2/SC(=S)N(CCCC(=O)N3CCN(C)CC3)C2=O)cc1	?	21µM*	10%
CCc1nonc1NC(=O)c1oc2cc(Br)ccc2c1C	-17%	0%	0%
CSc1nsc(SCC(=O)Nc2ccc(Br)cn2)n1	21%	-26%	-2%
COc1cccc(/C=N/c2nc3ccccc3[nH]2)c1O	-2%	-10%	0%
CC(C)/C=N\NC(=O)CCCCC(=O)N/N=C/C(C)C	5%	1%	2%
CC(=O)NC(CC(=O)OCC(=O)NCCc1ccccc1)c1ccccc1 (configuration not stated)	-11%	0%	-5%[0.505 µM]
Cn1ccc2cc(S(=O)(=O)N3CCCC(C(=O)NCc4ccccc4F)C3)ccc21 (configuration not stated)	/	?	-1%
Cc1cccc(N(C)C(=O)c2cc(S(=O)(=O)N3CCCC3)cn2C)c1	-1%	-27%&-31%	4%
Cc1ccc(C)c(-c2nnc(NC(=O)CCS(=O)(=O)c3ccccc3)o2)c1	-3%	?	6%
O=C(Nc1cccn(Cc2ccc(F)cc2)c1=O)NC1CCCCC1	-3%	-22%	4%
COc1cccc(N2C(=O)CC(c3c[nH]c4ccccc34)C2=O)c1 (configuration not stated)	-15%	-13%	-2%
Cc1ccc(NC(=O)CCn2cccc2)cc1C	4%	2%	7%
CN(C(=O)c1ccccc1C(=O)OCC(=O)NCc1ccccc1)C1CCCCC1	9%	?	3%
Cc1sc2nc(C3CC3)nc(N3CCN(C(=O)c4ccc(F)cc4)CC3)c2c1C	1%	23µM*	/
O=C(COCc1cc(-c2ccc3c(c2)OCO3)on1)Nc1cccnc1	1%	?	2%
COc1ccc(-c2cnc(C)o2)cc1S(=O)(=O)Nc1c(C)cc(C)cc1C	/	23µM*	-4%
C=CCC1C=C(Cc2ccccc2)CC(CC=C)N1 (configuration not stated)	2%	23µM*	7%
Cc1cc(C(C)(C)C)cc(S(=O)(=O)NCCO)c1C	2%	-29%	5%
CCN(CC)S(=O)(=O)c1ccc(/C(O)=C(\C#N)c2nc3ccccc3n2C)cc1	2%	?	8%
COC(=O)[C@@]1(Cc2ccccc2)[C@H]2c3cc(C(=O)N4CCCC4)n(Cc4c(CO)[nH]cc(C)c4=O)c3C[C@H]2CN1C(=O)c1ccccc1	-30%	/	12%
CCN(CC)CCN(C(=O)c1ccc(N2C(=O)CCC2=O)cc1)c1nc2cc3c(cc2s1)OCCO3	5%	?	1%
COc1ccc(N2CCN(C(=O)CCc3c[nH]c4ccccc34)CC2)cc1	-5%	?	1%
CCn1cc(CNC(=O)c2cc(-c3cc(OC)ccc3OC)nc3ccccc23)c(C)n1	-3%	23µM*	1%
COc1cc(/C=C/C(=O)N2CCC=CC2=O)cc(OC)c1OC	-6%&-1%	1.8µM*	-3%[56.1 µM]
CCc1cc(=O)oc2cc(C)cc(OC(=O)c3ccco3)c12	?	-23%	5%
O=C(COc1ccccc1)N(Cc1cccnc1)c1nc2c(F)cc(F)cc2s1	/	?	3%

Carrying on:
Molecule	N370S GC mod	TDP1 cell noCPT	TDP1 inh
COc1ccc(-c2nc3scc(CCNS(=O)(=O)c4ccc(F)cc4C)n3n2)cc1	/	16µM*	5%
O=c1[nH]c(-c2ccc(Cl)cc2)cs1	0%	-24%	5%
CC(=O)c1ccc(N2CCN(C(C)C(=O)Nc3ccc4c(c3)OCCO4)CC2)cc1 (configuration not stated)	/	?	1%
Cc1ccc(Cl)cc1NC(=O)CC(O)(C(F)(F)F)C(F)(F)F	4%	?	-8%
CC(=O)c1cccc(-n2nnnc2SCC(=O)NNC(=O)C2CCCCC2)c1	2%	5%	3%
COc1ccc(C(C)=O)cc1CS(=O)(=O)CC(=O)NCCc1c[nH]c2ccccc12	/	2%	2%
O=C(c1c2c(nc3ccccc13)C(=O)N(C1CCCCC1)C2)N1CCN(c2ccc(F)cc2)CC1	/	26µM*	3%
C=CCn1c(-c2ccc(OC)cc2)csc1=Nc1c(C)n(C)n(-c2ccccc2)c1=O	0%	21µM*	4%

Individual results from the entries so far:
TDP1 cell noCPT, CC(=O)c1cccc(-n2nnnc2SCC(=O)NNC(=O)C2CCCCC2)c1 = 5%
N370S GC mod, C=CCn1c(-c2ccc(OC)cc2)csc1=Nc1c(C)n(C)n(-c2ccccc2)c1=O = 0%

Additional results
Molecule	N370S GC mod	TDP1 cell noCPT	TDP1 inh
COc1ccc(NC(=O)CN(C)C(=O)CCc2nc3cc(S(=O)(=O)N4CCOCC4)ccc3n2C)cc1	-3%	-4%	/
COc1ccccc1CC(=O)N1CCCC(CCC(=O)NCc2ccccc2F)C1 (configuration not stated)	7%	-26%	/
COC(C/C=C/[C@H](O)COCc1ccccc1)OC	-6%	-15%	-2%
Cc1ccccc1NC(=O)Cc1cccs1	1%	3%	/
Cc1ccccc1Cn1cc(CCC(=O)N2CCOCC2)c2ccccc21	-6%	?	/
Cc1ccc(C(=O)Nc2ccncc2)c(C)c1	2%	?	5%
COc1ccc(CNC(=O)C2CCCN2C(=O)NC2CCCCC2)cc1 (configuration not stated)	0%	-12%	6%
COc1ccc(NC(=O)CC2C(=O)N(c3ccc(C)cc3)C(=O)N2Cc2ccc(C)cc2)cc1 (configuration not stated)	/	?	4%
COc1ccc(/C=N/NC(=O)Nc2cccc3nsnc23)cc1OC	2%	9.2µM*	-3%
Cn1c(SCC(=O)NC2CCCCC2)nnc1-c1ccccc1F	-5%	-15%	-3%
CCc1ccc(N(C(=O)c2csnn2)C(C(=O)NC(C)(C)CC)c2ccccn2)cc1 (configuration not stated)	-2%	?	3%
COC(=O)COc1ccc(S(=O)(=O)NCCC2=CCCCC2)cc1C	10%	-14%	-4%
Cc1nc2c(C(=O)NCc3cccs3)cnn2c(C)c1Cc1ccccc1	?	/	3%
Cc1cccc2cc(CN(CC3CCCO3)C(=O)c3ccco3)c(=O)[nH]c12 (configuration not stated)	16%	-3%	0%
COc1ccc(CN(C)C(=O)C2CC(=O)N(c3ccc4c(c3)OCCO4)C2)c(OC)c1 (configuration not stated)	/	16µM*	4%
CC(=O)NCCc1nc2ccccc2n1Cc1cc(C)ccc1C	7%	?	2%
COc1ccccc1C(=O)N/C(=C/c1ccc(Br)cc1)C(=O)NCCO	-14%	-5%	-1%
Cc1ccc(CNC(=O)c2ccc3c(c2)N(Cc2ccccc2)C(=O)c2ccccc2S3(=O)=O)cc1	/	?	5%
O=C(NCCc1ccccc1)C(NS(=O)(=O)c1cccc2nsnc12)c1ccccc1 (configuration not stated)	5%	-3%	3%
CCOC(=O)N1CCN(C(=O)/C(=C/c2ccc(Cl)cc2)NC(=O)c2ccccc2)CC1	1%	?	5%
COc1ccc(C2SCCN2C(=S)Nc2cccc(C(F)(F)F)c2)cc1 (configuration not stated)	0%	0%	1%
COC(=O)CCC(=O)Nc1ccc(Cl)c(Cl)c1	2%	-15%	1%

Compound profiles, as listed above:
Results for O=C(NCCN1CCN(c2ccc([N+](=O)[O-])cc2)CC1)NCc1ccccc1 = N370S GC mod = -1%; TDP1 cell noCPT = 8.2µM*; TDP1 inh = 7%
Results for O=C(COCc1cc(-c2ccc3c(c2)OCO3)on1)Nc1cccnc1 = N370S GC mod = 1%; TDP1 cell noCPT = ?; TDP1 inh = 2%
